aGlu spleen mod: lysosomal alpha-glucosidase (human) modulation; human spleen homogenate, 4-MU-alpha-glucoside fluorescence; hit rate 0.006% among 240,000; P10253; Potency, µM (series often up to 79.9 µM), without a hit: top-dose activity change, negative = inhibition, hits mostly inhibitors;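 also: 0% = enzyme with vehicle and -100% = no enzyme basal signal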
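Human spleen homogenate (1 ug) with 4-methylumbelliferyl-alpha-D-glucopyranoside (1 mM final) in 50 mM citrate/phosphate pH 5.0, 0.01% Tween-20; 40 min at 37 C. Stopped at pH 10; 4-MU fluorescence Ex 365/Em 440 nm; AC50 by Hill fit.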
RGS12 GoLoco inh: blocks human Gai1 binding to RGS12 GoLoco peptide, red readout; P63096; Gai1:RGS12 GoLoco peptide FP, rhodamine, 10 min; Potency, µM (series often up to 61.6 µM), inactives show at the highest dose activity, negative = inhibition, hits mostly inhibitors; hit rate 0.44% among 230,000; AID 880; active = well fitted inhibition curve with a large enough effect, not every such curve was filed as active; inactive = no such curve, though single readings can be large or run the other way; also: nearly all actives have a fitted effect of over 30% in size; many of its hits are not listed in these tables
GAA glycogen: GAA glycogen-cleavage inhibition or activation; P10253; hit rate 0.38% among 300,000; recombinant GAA, glycogen substrate, Amplex Red glucose oxidase fluorescence; Potency, µM (titrated, usually from 76.4 µM), for the others: at the highest dose activity change, negative = inhibition, hits mostly inhibitors;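 also: 0% = full enzyme reaction and -100% = no-enzyme basal signal; the screen sought inhibitors and activators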
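Recombinant human alpha-glucosidase (4 nM final) hydrolysed bovine liver glycogen (30 ug) for 40 min at 37 C in pH 5.0 citrate/phosphate with 0.01% Tween-20. Released glucose detected by glucose oxidase/Amplex Red, Ex 573/Em 610 nm. Compounds up to 77 uM; AC50 from Hill fits.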
GAA inh: inhibitors of human lysosomal alpha-glucosidase; P10253; purified human GAA, 4-MU-alpha-glucoside fluorescence; Potency, µM (doses to about 76.9 µM), for the others: at the highest dose activity change, negative = inhibition, most hits filed as inhibitors; hit rate 0.005% among 200,000; AID 1466;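 also: plate controls were uninhibited enzyme wells for no effect and no-enzyme background for full effect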
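AC50 values come from Hill fits of compound titrations (up to 77 uM) against 4 nM human enzyme. Substrate 4-methylumbelliferyl-alpha-D-pyranoside at 400 uM, pH 5.0 citrate buffer, 20 min room temperature; fluorescence Ex 365/Em 440 after alkaline stop.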
L3MBTL1 inh: inhibitors of human L3MBTL1; hit rate 0.66% among 230,000; AID 485360; Q9Y468; Potency, µM (doses to about 57.1 µM), without a hit: at the highest dose activity, negative = inhibition, most hits filed as inhibitors; AlphaScreen L3MBTL1–H3K9me1 peptide binding; also: nearly all actives have a fitted effect of over 60% in size
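L3MBTL1 50 nM + b-AHA-H3(1-15)K9me1 75 nM, 30 min RT; compound added, 30 min RT; streptavidin donor/Ni-chelate acceptor beads 10 ug/mL each final, 30 min RT dark; AlphaScreen read.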
RECQ1 helicase: RECQ1 (human) helicase inhibition; hit rate 0.54% among 240,000; P46063; Potency, µM (doses to about 57.3 µM), for the others: top-dose activity, negative = inhibition, hits mostly inhibitors; RECQ1 DNA unwinding, red fluorescence kinetic read; AID 2549;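 also: plate controls were vehicle for no effect and no enzyme for full effect; nearly all actives have a fitted effect of over 30% in size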
Target sequence (P46063 whole entry, looked up): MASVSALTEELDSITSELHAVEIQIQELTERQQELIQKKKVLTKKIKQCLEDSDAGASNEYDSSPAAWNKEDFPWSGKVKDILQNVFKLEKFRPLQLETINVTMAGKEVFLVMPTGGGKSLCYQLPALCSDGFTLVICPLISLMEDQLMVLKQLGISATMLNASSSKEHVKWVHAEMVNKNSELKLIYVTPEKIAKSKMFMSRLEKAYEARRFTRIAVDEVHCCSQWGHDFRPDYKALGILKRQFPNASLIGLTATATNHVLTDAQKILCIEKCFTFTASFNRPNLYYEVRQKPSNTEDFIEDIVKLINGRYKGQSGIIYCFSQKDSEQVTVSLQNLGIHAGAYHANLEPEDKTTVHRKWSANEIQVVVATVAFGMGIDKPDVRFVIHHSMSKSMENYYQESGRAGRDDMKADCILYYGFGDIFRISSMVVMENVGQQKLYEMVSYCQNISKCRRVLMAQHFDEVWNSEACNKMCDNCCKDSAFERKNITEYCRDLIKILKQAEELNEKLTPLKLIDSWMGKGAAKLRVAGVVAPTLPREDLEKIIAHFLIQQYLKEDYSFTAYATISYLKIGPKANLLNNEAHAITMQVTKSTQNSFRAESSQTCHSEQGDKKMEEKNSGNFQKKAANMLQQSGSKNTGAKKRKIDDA
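50 nM RECQ1T1 preincubated 15 min with compound in Tris pH 8.0 buffer with MgCl2, DTT, Tween-20 and 2.5 ug/ml poly(dI-dC); started with 200 nM TAMRA/BHQ-2 forked duplex and 2 mM ATP. Unwinding read as fluorescence (525/598 nm), two reads 2 h apart.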
TRb-SRC2 inh: inhibitors of human thyroid hormone receptor beta-SRC2 interaction; Potency, µM (doses to about 106 µM), inactives show at the highest dose activity change, negative = inhibition, hits mostly inhibitors; TRbeta-SRC2 peptide binding, fluorescence polarization; receptor liganded with 1 µM T3; AID 1469; hit rate 0.065% among 280,000; P10828;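 also: plate controls were bound peptide for no effect and peptide without receptor for full effect; nearly all actives have a fitted effect of over 50% in size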
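Binding of a 20-amino-acid Texas Red SRC2 peptide (20 nM) to TRb ligand-binding domain (0.6 uM) with agonist T3 at 1 uM was followed by fluorescence polarization after a 5 hr room-temperature incubation.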
TR SRC2 fluor cs: alters Texas Red total fluorescence, flagging assay interference | TRb/SRC2 Texas Red total fluorescence interference | Potency, µM (highest dose often 106 µM), for the others: at the top dose fluorescence change, negative = quenching | hit rate 0.29% among 280,000 | AID 1479; active = well fitted curve in either direction with a large enough effect; inconclusive = small, poorly fitted or top-dose-only effect
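Human TRβ ligand-binding domain (0.6 uM) and Texas Red SRC2 peptide (20 nM) in Tris buffer with 1 uM T3 and 5% DMSO were incubated with pinned compound for 5 hr at ambient temperature. Total fluorescence was computed as S + 2P (555/632 nm).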
Numbers without * were called inactive; i = inactive; ? = inconclusive; . = not tested or not shown; [ ] = remark or other dose. Unless noted, calls follow the shape of the dose curve; as a rule, active = well fitted curve in the direction sought with a large enough effect; inconclusive = small, poorly fitted or top-dose-only effect, or another doubt; inactive = no such curve, though single readings can be large; an effect the other way counts as inactive or inconclusive. Unless noted, % is scaled to controls: 0 for no effect and ±100 for the full control effect; potency is read from the fitted curve at half-maximal effect. Some of the compounds tested; the hit share may differ from the screen's.

cpd	Compound	aGlu spleen mod	RGS12 GoLoco inh	GAA glycogen	GAA inh
1	CN(C)c1nnnn1-c1ccccc1Oc1ncc(C(F)(F)F)cc1Cl	-2%	5%	-28%	-5%
2	O=C(CSc1nnc(Cc2ccccc2)n1-c1cccc(Cl)c1)NNC(=O)Cc1ccccc1	-18%	7%	15%	-2%
3	COc1ccc(-c2csc(N3CCC(c4ccccc4)CC3)n2)cc1	-4%	13%	2%	12%
4	CC1(C)Cc2c(C#N)c(N)n(-c3ccccc3)c(=O)c2CO1	-3%	7%	-4%	-3%
5	CCOc1cccc(C(=O)NC(=S)Nc2ccccc2)c1	1%	0%	-13%	-3%
6	CCOC(=O)Cc1c(C)c2c(C)[nH]nc2oc1=O	-4%	-9%	-7%	-4%
7	CCC(C)(C)NC(=O)CN(C(=O)c1snc(C(N)=O)c1N)c1ccc2c(c1)OCCO2	-4%	3%	-2%	-2%
8	CN(C(=O)c1ccc(Cl)cc1)C1=CCCCC1CCC#N (stereo not drawn)	-1%	-1%	-3%	-9%
9	NC(=O)C1CCN(C(=S)NCCc2ccccc2)CC1	2%	7%	15%	10%
10	COCCCNC(=O)C1CCC(=O)N1Cc1ccccc1Cl (stereo not drawn)	2%	2%	10%	-6%
11	FC(F)(F)c1cccc(CNC(=S)Nc2ccccc2)c1	-2%	1%	-4%	1%
12	CCCN(CCC)C(=O)CC(c1ccccc1)c1cc(Br)ccc1O (stereo not drawn)	-16%	5%	2%	-5%
13	O=C(C1CCCN(S(=O)(=O)c2ccc(Cl)cc2)C1)N(Cc1cccs1)C1CC1 (stereo not drawn)	-1%	7%	-2%	-9%
14	O=C(Cn1c(=O)oc2ccccc21)N1CCOCC1	0%	3%	13%	2%
15	CC(C)(C)NC(=O)CSC(=Nc1ccccc1F)NC#N	16%	234%[activator]	-18%	-10%

cpd	L3MBTL1 inh	RECQ1 helicase	TRb-SRC2 inh	TR SRC2 fluor cs
1	.	i	-3%	-4%
2	-5%	6%	2%	-2%
3	1%	i	3%	1%
4	1%	-15%	4%	-1%
5	-7%	i	5%	-1%
6	.	3%	-2%	3%
7	.	i	-3%	0%
8	2%	-5%	-3%	3%
9	7%	-8%	2%	-2%
10	3%	-13%	-3%	-1%
11	16%	i	0%	-3%
12	.	-1%	-5%	0%
13	0%	-8%	2%	-8%
14	3%	i	1%	0%
15	-22%	7%	-21%	-4%

3 compounds already listed, arranged by molar mass, highest first:
cpd	Compound	aGlu spleen mod	RGS12 GoLoco inh	GAA glycogen	GAA inh
2	O=C(CSc1nnc(Cc2ccccc2)n1-c1cccc(Cl)c1)NNC(=O)Cc1ccccc1	-18%	7%	15%	-2%
8	CN(C(=O)c1ccc(Cl)cc1)C1=CCCCC1CCC#N (stereo not drawn)	-1%	-1%	-3%	-9%
4	CC1(C)Cc2c(C#N)c(N)n(-c3ccccc3)c(=O)c2CO1	-3%	7%	-4%	-3%

cpd	L3MBTL1 inh	RECQ1 helicase	TRb-SRC2 inh	TR SRC2 fluor cs
2	-5%	6%	2%	-2%
8	2%	-5%	-3%	3%
4	1%	-15%	4%	-1%

Single records (already shown):
`CN(C)c1nnnn1-c1ccccc1Oc1ncc(C(F)(F)F)cc1Cl` as listed: aGlu spleen mod = -2%; RGS12 GoLoco inh = 5%; GAA glycogen = -28%; GAA inh = -5%; L3MBTL1 inh = .; RECQ1 helicase = i; TRb-SRC2 inh = -3%; TR SRC2 fluor cs = -4%
`O=C(Cn1c(=O)oc2ccccc21)N1CCOCC1` as listed: aGlu spleen mod = 0%; RGS12 GoLoco inh = 3%; GAA glycogen = 13%; GAA inh = 2%; L3MBTL1 inh = 3%; RECQ1 helicase = i; TRb-SRC2 inh = 1%; TR SRC2 fluor cs = 0%
`CC1(C)Cc2c(C#N)c(N)n(-c3ccccc3)c(=O)c2CO1` as listed: aGlu spleen mod = -3%; RGS12 GoLoco inh = 7%; GAA glycogen = -4%; GAA inh = -3%; L3MBTL1 inh = 1%; RECQ1 helicase = -15%; TRb-SRC2 inh = 4%; TR SRC2 fluor cs = -1%

Next section
cpd	Compound	aGlu spleen mod	RGS12 GoLoco inh	GAA glycogen	GAA inh
16	CC(C)C(=O)Nc1nc2cc3c(cc2s1)OCO3	-16%	5%	-7%	2%
17	CC1CCCN(CC(O)COCc2ccccc2)C1 (stereo not drawn)	1%	-6%	0%	-4%
18	CCOC(=O)C1(CCCc2ccccc2)CCN(C(=O)c2cnn(CC)c2)CC1	-15%	4%	-8%	10%
19	C[C@@H]1CCC2[C@](C)(CO)C(O)CC[C@@]2(C)[C@@]12CC[C@](CO)(CCO)O2 (stereo partly drawn)	-12%	11%	.	.
20	N#CCSc1nnc(COc2cccc3ccccc23)n1-c1ccccc1	-2%	6%	-11%	-3%
21	CC(C)NC(=O)c1ccc(S(=O)(=O)N(C)C)cc1	5%	-4%	23%	0%
22	Cn1c(-c2ccc(N)cc2)nc2ccccc21	-5%	.	9%	?
23	CC(C)NC(=O)NC(=O)CSc1nnc(COc2ccccc2Cl)o1	-7%	2%	4%	3%
24	CCc1cccc(C)c1NC(=O)c1ccc(CN2CCc3ccccc3C2)cc1	3%	6%	-2%	1%
25	CN(C(=O)CO/N=C/c1ccc(Cl)cc1)c1ccccc1	1%	2%	7%	-5%

cpd	L3MBTL1 inh	RECQ1 helicase	TRb-SRC2 inh	TR SRC2 fluor cs
16	-1%	i	3%	1%
17	17%	-10%	2%	0%
18	3%	-9%	5%	-4%
19	.	-14%	-2%	-2%
20	-9%	-3%	-3%	3%
21	4%[11.4 µM]	i	5%	0%
22	-4%	i	1%	-6%
23	6%	?	2%	-2%
24	3%	5%	1%	-4%
25	.	i	-1%	0%
